GLP1R cytotox: cytotoxic in the GLP-1 receptor inverse agonist counter-screen. HEK293 cAMP-luciferase reporter cells, luminescence, 24 h. 410,000 compounds, 0.13% hits. Potency, µM (doses to about 38.3 µM), for inactives: top-dose activity change, negative = inhibition, most hits filed as inhibitors. AID 624418;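 note: loss of luciferase light is scored as toxicity; potency is the fitted concentration of half-maximal effect; % is set by controls: 0 for no effect and ±100 for the full control effect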
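Here, cytotoxicity is scored as loss of luminescence. The MLSMR collection was tested on cells seeded in medium containing 10% Nu serum, with a 24 hr compound exposure preceded by 12 hours of culture.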
Mm-Cpn inhibitor: blocks the Methanococcus maripaludis chaperonin Mm-Cpn | 330,000 compounds, 0.031% hits | purified Mm-Cpn ATPase, ADP Transcreener TR-FRET | Potency, µM (titrated, usually from 76.9 µM), without a hit: at the top dose activity, negative = inhibition, usual class: inhibitors; note: potency is the fitted concentration of half-maximal effect; % is set by controls: 0 for no effect and ±100 for the full control effect; nearly all actives have a fitted effect of over 80% in size
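ATPase turnover read by TR-FRET ADP competition (Eu cryptate antibody/ADP-d2, 665/590 nm): 10uM ATP final, 25nM Mm-CPN final, 30 min 37degC after 10-min compound preincubation, pH 7.4 Tris/KCl/MgCl2/DTT buffer.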
Abeta rescue: restores growth of yeast expressing A-beta42 peptide; yeast expressing A-beta42, growth rescue, OD600, 48 h; response scale: 0% DMSO, 100% iron-clioquinol control; Potency, µM (series often up to 46.1 µM), for inactives: at the highest dose growth rescue, actives largely listed as activators; 410,000 compounds, 0.063% hits; AID 1347071; note: potency is the fitted concentration of half-maximal effect; nearly all actives have a fitted effect of over 55% in size
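Yeast growth medium received pinned compounds, then yeast cells expressing toxic A-beta were added; plates incubated at 30 C for 48 hr. Growth read as absorbance at 600 nm, normalized to DMSO and equimolar FeCl3 plus clioquinol controls.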
aSyn yeast inh: alpha-synuclein toxicity inhibition in yeast; 370,000 compounds, 0.14% hits; Yeast expressing alpha-synuclein, growth rescue, BacTiter-Glo, 24 h; AID 652106; Potency, µM (doses to about 46.1 µM), for the others: at the top dose growth rescue (activation), actives largely listed as activators; note: potency is the fitted concentration of half-maximal effect; % of control where 0% means no effect; nearly all actives have a fitted effect of over 65% in size
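Galactose-induced alpha-syn yeast (OD600=0.02, raffinose-pregrown) + pinned cpd, 24 hr, 30 deg C; growth by BacTiter-Glo luminescence. Growth restoration scores as activation.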
TDP43 rescue: inhibitors of TDP-43 toxicity in yeast | TDP-43 expressing yeast growth rescue, BacTiter-Glo, 24 h | Potency, µM (titrated, usually from 46.1 µM), for the others: top-dose growth rescue (activation), most hits filed as activators | 410,000 compounds, 1.8% hits; note: potency is the fitted concentration of half-maximal effect; % of control where 0% means no effect; nearly all actives have a fitted effect of over 50% in size
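In this qHTS, compounds that restore growth of yeast expressing TDP-43 appear as activators. Cells (OD600=0.02, galactose medium, raffinose-pregrown) are incubated with compound 24 hr at 30 deg C and growth is quantified by BacTiter-Glo.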
PTHR1 ag: PTHR1 (human) receptor agonism | 410,000 compounds, 0.075% hits | HEK293 GP2 PTHR1 cells, GloSensor cAMP luminescence, 1 h | AID 743266 | Q03431 | Potency, µM (series often up to 115 µM), without a hit: at the highest dose activation, hits mostly activators; note: potency is the fitted concentration of half-maximal effect; nearly all actives have a fitted effect of over 55% in size; some results filed as inactive show a strong effect at the top dose; inactives centre near -15; many of its hits are not listed in these tables
Target sequence (Q03431 whole entry, looked up): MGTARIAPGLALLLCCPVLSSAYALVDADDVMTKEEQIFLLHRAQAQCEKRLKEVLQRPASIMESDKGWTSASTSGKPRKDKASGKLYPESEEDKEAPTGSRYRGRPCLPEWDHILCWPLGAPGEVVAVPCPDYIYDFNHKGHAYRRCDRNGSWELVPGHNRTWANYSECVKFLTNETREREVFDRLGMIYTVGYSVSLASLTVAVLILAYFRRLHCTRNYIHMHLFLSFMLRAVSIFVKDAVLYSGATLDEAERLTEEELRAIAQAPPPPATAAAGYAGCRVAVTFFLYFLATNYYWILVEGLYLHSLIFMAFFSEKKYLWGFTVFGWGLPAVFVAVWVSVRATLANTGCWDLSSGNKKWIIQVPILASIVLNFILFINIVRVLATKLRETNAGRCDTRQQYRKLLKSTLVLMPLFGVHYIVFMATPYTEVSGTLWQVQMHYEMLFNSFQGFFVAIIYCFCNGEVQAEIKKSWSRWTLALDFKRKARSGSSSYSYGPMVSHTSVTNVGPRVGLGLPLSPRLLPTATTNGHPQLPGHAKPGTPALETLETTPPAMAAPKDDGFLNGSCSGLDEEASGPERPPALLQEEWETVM
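HEK-293-derived GP2 cells expressing PTHR1 and a GloSensor cAMP reporter, 3,000/well, plated overnight, given luciferin plus IBMX (each 0.5 mM as added) for 1 h at 37 °C, then compound for 1 h at 37 °C. Luminescence was read after 15 min at room temperature.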
FUS yeast rescue: FUS proteinopathy suppression in yeast; S. cerevisiae FUS-expressing, growth rescue, OD600, 24 h; Potency, µM (doses to about 76.6 µM), for inactives: at the top dose growth rescue (activation), usual class: activators; 390,000 compounds, 0.24% hits;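 note: potency is the fitted concentration of half-maximal effect; plate controls were DMSO vehicle for no effect and reference control for full effect; nearly all actives have a fitted effect of over 55% in size; some results filed as inactive show a strong effect at the top dose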
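Yeast expressing FUS under galactose induction, OD 0.005 in 2% galactose medium; compounds in a dilution series, 24 h at 30C. Growth rescue by absorbance at 600 nm; CP55940 positive control, DMSO negative.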
Akt phos inh: blocks phosphorylation of Akt; Neuro2A IGF-stimulated pAkt S473 HTRF, 20 min; stronger effect = lower value; activity change, % for hits at 50 µM; 360,000 compounds, 0.32% hits; AID 651550; in the data active = activity change below about -80%; inconclusive = mostly about -51% to -80%; note: % is set by controls: 0 for no effect and ±100 for the full control effect
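Neuro2A cells in DMEM with 0.5% FBS, overnight at 37 deg C, given compound at single 50 µM final, then IGF (6 nM final) for 20 min at 37 deg C. Lysed; phospho-Akt Ser473 by HTRF after 24 h, 665/615 ratio.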
GLP1R inv ag: acts as inverse agonist at human GLP-1 receptor. Potency, µM (highest dose often 38.3 µM), for the others: top-dose activity change, negative = inhibition, most hits filed as inhibitors. 410,000 compounds, 1.6% hits. HEK293 GLP-1R CRE-luciferase, luminescence, 24 h; GLP-1R form is constitutively active; note: potency is the fitted concentration of half-maximal effect; % is set by controls: 0 for no effect and ±100 for the full control effect; nearly all actives have a fitted effect of over 55% in size
Target sequence (P43220 whole entry, looked up): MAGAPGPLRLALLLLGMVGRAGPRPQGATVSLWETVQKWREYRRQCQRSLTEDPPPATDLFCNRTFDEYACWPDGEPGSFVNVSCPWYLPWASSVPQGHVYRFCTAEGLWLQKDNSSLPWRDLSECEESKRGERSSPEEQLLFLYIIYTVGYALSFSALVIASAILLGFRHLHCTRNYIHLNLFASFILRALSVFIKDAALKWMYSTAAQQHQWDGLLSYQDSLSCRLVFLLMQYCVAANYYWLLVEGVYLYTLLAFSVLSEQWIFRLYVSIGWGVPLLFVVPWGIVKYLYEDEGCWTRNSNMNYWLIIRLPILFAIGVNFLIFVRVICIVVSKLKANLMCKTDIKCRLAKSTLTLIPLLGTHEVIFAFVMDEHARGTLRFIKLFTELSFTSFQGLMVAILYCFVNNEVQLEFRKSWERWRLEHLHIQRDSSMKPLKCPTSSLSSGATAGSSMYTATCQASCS
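Using stably transfected HEK293 (constitutively active GLP-1R, cAMP-luciferase reporter), compounds were incubated 24 hr and luciferase measured by luminescence.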
An asterisk follows results filed as active; i = inactive; ? = inconclusive; nt = no result given; [ ] = remark or other dose. Unless noted, calls come from the whole dose curve; as a rule, active = well fitted curve in the direction sought with a large enough effect; inconclusive = small, poorly fitted or top-dose-only effect, or another doubt; inactive = no such curve, though single readings can be large; an effect the other way counts as inactive or inconclusive. These rows are one share of the data. The share of hits here may be higher or lower than overall.

nr | Compound | GLP1R cytotox | Mm-Cpn inhibitor | Abeta rescue | aSyn yeast inh | TDP43 rescue | PTHR1 ag | FUS yeast rescue | Akt phos inh | GLP1R inv ag
1 | COc1ccccc1Nc1nc(N)nc(CSc2nccc(C)n2)n1 | -8.0% | 0.6% | 13.5% | 3.6% | 22.3% | -4.1%[57.5 µM] | -5.1% | i | 42.6%[activator]
2 | CC(C)n1c(=O)c2ccccc2n1Cc1cn(CCc2c[nH]c3ccccc23)nn1 | 3.7% | nt | -18.8% | -10.4% | -1.8% | -11.5% | -10.0% | i | 2.9%
3 | O=c1[nH][nH]cc1C=NCc1cccc(C(F)(F)F)c1 | -27.8% | -13.6% | 2.7% | 2.4% | 7.8% | i | -22.4% | i | 15.2%
4 | Cc1ccc(N2CC(C(=O)NCc3nnnn3-c3ccc(C)c(C)c3)CC2=O)cc1C (configuration not stated) | -0.1% | nt | -9.9% | nt | 8.5% | -11.2% | ? | nt | 4.1%
5 | Oc1ccccc1CN(Cc1ccco1)CC(O)COCc1ccc(Cl)cc1 (configuration not stated) | -0.3% | 0.8% | 26.4% | 3.8% | 10.8% | -18.4% | -4.4% | i | ?
6 | CC(=O)c1cc(C#N)c(SCc2ccccc2C#N)nc1C | -21.6% | -0.9% | 8.2% | -2.8% | -4.0% | i | -18.2% | nt | -9.2%
7 | CCCCCCSc1nnc2[nH]c(=O)cc(N)n12 | -2.3% | -15.1% | -29.1% | -1.4% | -15.5% | 1.3% | 8.0% | i | 56.2%[activator]
8 | Cc1ccc2c(c1)cc1c(=O)n(CC(=O)NCc3ccccn3)nc(C)n12 | 2.7% | -0.2% | -8.3% | -10.8% | 1.9% | i | -9.0% | i | 14.0%
9 | O=C(COc1cccc(C(F)(F)F)c1)N1CCN(c2ccccc2O)CC1 | -7.3% | -6.6% | ? | 16.6% | 29.0% | -12.5% | 18.4% | i | ?
10 | COCCN(CCOC)C(=O)C1CCCN(S(=O)(=O)c2ccc(NC(=O)OC)cc2)C1 (configuration not stated) | 0.4% | -1.5% | 3.7% | 1.2% | 11.0% | -21.8% | -10.5% | i | 13.6%
11 | CC(C)NC(=O)Nc1cccc2c1O[C@H](CN(C)S(=O)(=O)c1ccccc1)[C@@H](C)CN([C@H](C)CO)C2=O | 0.0% | 0.8% | -6.9% | 9.8% | -3.0% | 9.8% | 19.0% | i | 9.6%
12 | COc1ccc(C(=O)NCC(C)(C)SCc2c(C)cc(C)cc2C)cc1 | -26.3% | 0.0% | -1.5% | 14.6% | -22.8% | i | 30.6% | i | ?
13 | COc1ccc(-c2cccc(NC(=O)c3cccs3)c2)nn1 | 1.6% | -9.2% | 5.2% | 8.7% | -3.6% | i | 15.8% | i | -11.4%
14 | Cc1cc(C)n(-c2nc(C)nc3sc4c(c23)CCC(C)C4)n1 (configuration not stated) | 5.5% | 0.1% | -4.3% | 1.4% | 3.2% | i | -6.6% | i | -0.1%
15 | c1ccc(-c2ccc(-c3nc(-c4ccccn4)no3)cc2)cc1 | 1.2% | 1.3% | -39.4%[inhibitor] | -31.0%[inhibitor] | -12.1% | -17.2%[57.5 µM] | 11.4% | i | -10.9%
16 | Cc1ccsc1/C=C/c1ccc2ccccc2n1 | 5.2% | 4.2% | 15.6% | -8.7% | -23.5% | -18.3% | nt | i | ?
17 | NC(c1csc(NC(=O)Nc2cccc(C(F)(F)F)c2)n1)C1CCCCC1 (configuration not stated) | ? | nt | -4.0% | -46.9%[inhibitor] | 14.2% | -3.2% | 3.9% | i | ?
18 | CN(C)c1ccc(-c2nc(-c3ccncc3)no2)cc1[N+](=O)[O-] | 5.5% | nt | -23.9% | nt | ? | -17.9% | -3.5% | nt | 6.9%
19 | Cc1ccc(C)c(NC(=O)C2COc3ccccc3O2)c1 (configuration not stated) | -2.7% | -6.0% | 10.5% | 3.5% | ? | -16.5% | -25.4% | i | -23.2%
20 | COc1cc2c(cc1OC)CN(C1CC(=O)N(c3c(C)cccc3C)C1=O)CC2 (configuration not stated) | 19.1% | 0.3% | -6.0% | 9.9% | 14.1µM* | -5.6% | 44.7% | i | -19.6%
21 | CN1CCN(c2nc3c(c(=O)[nH]c(=O)n3C)n2CC(N)=O)CC1 | 5.7% | 0.0% | 18.4% | -3.5% | -11.5% | i | 4.6% | i | 9.2%
22 | COc1ccc(CC(=O)NCc2cccs2)cc1 | -11.1% | -0.9% | 5.8% | -1.4% | 20.3% | i | 6.4% | i | -16.2%
23 | Cc1cc(NC(=O)Cn2nc3c(cc2=O)CCCC3)ccc1Br | -7.5% | -1.4% | -14.7% | 13.8% | -7.1% | ? | ? | i | -23.3%
24 | COc1cc(C(=O)OCCN2CCOCC2)cc(OC)c1OC | 3.3% | -1.1% | 4.3% | 0.0% | -18.7% | -23.4% | -12.0% | i | -0.9%
25 | CCCCCOc1ccc(C(=O)C(c2ccccc2)N2CCOCC2)cc1 (configuration not stated) | 2.8% | -4.0% | -5.8% | 0.7% | 11.4% | -39.6%[inhibitor][57.5 µM] | 18.9% | i | ?
26 | COc1ccccc1CCNC(=O)CSc1nnc2ccc(-c3ccncc3)nn12 | -2.9% | -0.1% | -12.6% | -5.5% | -13.7% | 6.1% | 12.0% | i | 63.0%[activator]
27 | CCOC(=O)C1CCCN(S(=O)(=O)c2cnc(Cl)c(Br)c2)C1 (configuration not stated) | 2.5% | 2.9% | 0.7% | -0.7% | 14.7% | -47.2%[inhibitor] | -7.5% | i | 8.4%
28 | CCc1ccc(/C=C\C(=O)N2CCCC2)cc1 | 4.7% | nt | 4.7% | -3.5% | -19.3% | -3.6% | 19.5% | i | 1.9%
29 | CCn1nc(C(=O)OCC(=O)Nc2nc(-c3ccc(OC)cc3)cs2)c2ccccc2c1=O | 2.9% | -3.5% | 9.2% | 4.1% | 15.5% | -19.1% | ? | i | 4.9%
30 | CC(/C=N/n1c(-c2n[nH]c3c2CCC3)n[nH]c1=S)=C\c1ccco1 | -1.7% | -1.7% | -1.7% | -4.2% | 0.0% | -15.5% | 24.4% | i | 39.7%[activator]
31 | CCCS(=O)(=O)NC(=O)C1(C)CCCN(C(=O)c2ccc3c(c2)OCO3)C1 (configuration not stated) | 0.5% | nt | -11.3% | 2.7% | 1.2% | i | -19.0% | i | 28.8%
32 | CCOC(=O)c1cc(C(=O)Nc2ccc(C)c(F)c2)nn1C | 1.3% | -0.3% | -0.5% | -8.1% | -11.0% | -26.2% | 30.0% | i | -4.3%
33 | Nc1nc(N2CCN(c3ccccn3)CC2)nc2ccccc12 | 8.9% | 2.0% | -4.9% | -0.6% | -2.0% | -1.7% | -17.8% | i | 10.3%
34 | Cc1ccc(-n2c(SCC(=O)N(C)C3CCS(=O)(=O)C3)nc3ccccc3c2=O)c(C)c1 (configuration not stated) | -25.4% | -0.5% | 1.6% | ? | 12.2% | i | nt | i | -0.3%
35 | Cc1c(NP(=O)(Oc2ccccc2F)Oc2ccccc2F)c(=O)n(-c2ccccc2)n1C | -20.4% | 0.3% | -8.2% | 0.5% | -17.0% | i | 6.5% | i | -9.2%
36 | CC(=O)NNC(=S)NC(=O)c1ccccc1 | 1.8% | -4.7% | 13.4% | ? | ? | -24.3% | 0.1% | i | 12.5%
37 | CC(C)(C)C(=O)NCCCc1ccccc1 | -9.2% | -0.4% | 11.9% | 5.4% | 14.0% | -3.4% | -31.2% | i | -18.6%
38 | Cc1ccc(S(=O)(=O)C2(C(=O)NCc3ccc4c(c3)OCO4)CC2)cc1 | 1.7% | -2.3% | 15.1% | 4.8% | 26.6% | i | -20.4% | i | -15.5%
39 | CCc1nn2c(=O)cc(COc3ccc(/C=C(\C#N)C(=O)Nc4ccc(F)cc4)cc3OC)nc2s1 | 3.1% | nt | -10.0% | nt | -5.7% | i | -12.7% | nt | 9.7%
40 | Cc1occc1C(=O)N(C)Cc1nc(-c2ccc(Cl)cc2)no1 | 12.7% | -0.1% | -26.7% | -0.5% | -17.2% | -31.9%[inhibitor] | 38.0% | i | ?
41 | CNS(=O)(=O)c1cccc(C(=O)OCc2cc(C(C)=O)ccc2OC)c1 | -2.4% | -6.1% | -16.6% | -5.0% | 11.1% | -29.8% | 24.1% | i | 58.3%[activator]
42 | Cc1nc(CSc2nsc(C)c2C#N)cs1 | 5.0% | 2.3% | -9.0% | 0.6% | -9.1% | -22.8% | 6.1% | i | 27.6%
43 | Cc1cccc(Nc2nc(N)nc(CN3CCC(C(N)=O)CC3)n2)c1C | -12.4% | -1.2% | -7.3% | -1.1% | -10.8% | i | 15.4% | i | -2.6%
44 | O=C1OC(Nc2ccc(Cl)cn2)c2ccccc21 (configuration not stated) | 3.2% | -2.1% | -4.6% | 0.8% | -6.3% | i | 10.0% | i | 17.9%
45 | CCCCCCCCN1C(=O)[C@H](CC(=O)NCCCN2CCCC2=O)C[C@@]2(C(=O)OC)CC(C)(C)CC=C12 | -5.8% | nt | 6.5% | -10.9% | 35.5µM* | i | ? | i | ?
46 | COC(=O)C1=CN(CC2CCCO2)C=C(C(=O)OC)C1c1cccc(O)c1 (configuration not stated) | 30.6%[activator] | -3.6% | -9.4% | -6.4% | -18.9% | i | 11.3% | i | 16.5%

From PubChem
